Screens from PubChem.
BCR signal inh: qHTS Assay to Find Inhibitors of Chronic Active B-Cell Receptor Signaling; ABC-DLBCL IkBa-CBG/CBR reporter, luminescence ratio, 4 h; Potency, µM (highest dose often 46.1 µM), for inactives: at the highest dose ratio change, negative = lower green/red ratio, actives largely listed as inhibitors; 340,000 compounds, 0.05% hits; AID 493014, 2011; active = well fitted inhibition curve with a large enough effect in the signal ratio, with a control signal flat, not every such curve was filed as active; inconclusive = small, poorly fitted or top-dose-only effect, or effect the other way, or a change in a side signal; the % refers to the signal ratio;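 note: potency is the fitted concentration of half-maximal effect; plate controls were basal doxycycline-induced cells for no effect and cells given 10 µM MG132 for full effect; MG132 reads +100%, hits lower the ratio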
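Compounds up to 46 uM were incubated four hours with TMD8 cells whose green CBG68 luciferase is fused to IkappaBalpha; red CBR luminescence normalised the signal, and concentration-effect curves were fitted to fusion, red and ratio data.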
KCNH2 WT inh: qHTS for Inhibitors of KCHN2 3.1: Wildtype qHTS; Voltage-gated inwardly rectifying potassium channel KCNH2 (Homo sapiens), Q12809; U2OS, BacMam KCNH2, thallium flux FluxOr; stronger effect = lower value; activity change, % at 1.84 µM; 340,000 compounds, 0.37% hits; AID 720551, 2013;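 active = maximum activity change below -70%; inconclusive = maximum activity change between -70% and -50%; inactive = maximum activity change above -50%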; note: % is set by controls: 0 for no effect and ±100 for the full control effect
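U2OS cells were transduced with wild-type KCNH2 virus (2.03 x 10^8 / mL) for 4 h at room temperature, then cultured overnight at 37 C. Thallium flux was read with FluxOr dye. Rate constants were normalized to DMSO controls.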
GALK inh: qHTS Assay for Inhibitors of Human Galactokinase (GALK); P51570; Purified GALK, Kinase-Glo residual ATP luminescence; Potency, µM (doses to about 57.5 µM), without a hit: at the highest dose activity change, negative = inhibition, actives largely listed as inhibitors; 270,000 compounds, 0.007% hits; AID 1868, 2009; note: potency is the fitted concentration of half-maximal effect; % is set by controls: 0 for no effect and ±100 for the full control effect
Target sequence (P51570 whole entry, looked up): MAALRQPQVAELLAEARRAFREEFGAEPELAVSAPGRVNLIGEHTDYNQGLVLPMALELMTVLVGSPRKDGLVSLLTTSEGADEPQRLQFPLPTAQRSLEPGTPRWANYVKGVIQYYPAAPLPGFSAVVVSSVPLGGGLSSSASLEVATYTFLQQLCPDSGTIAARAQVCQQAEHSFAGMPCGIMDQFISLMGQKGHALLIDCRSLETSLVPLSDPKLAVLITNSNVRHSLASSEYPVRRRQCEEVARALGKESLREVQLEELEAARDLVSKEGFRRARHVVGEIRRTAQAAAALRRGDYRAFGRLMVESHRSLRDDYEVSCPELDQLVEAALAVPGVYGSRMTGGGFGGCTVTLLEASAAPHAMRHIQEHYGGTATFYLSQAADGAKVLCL
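Galactose (100 uM) and ATP (35 uM) were turned over by 5 nM GALK for 1 h at RT. Kinase-Glo Plus then converted the remaining ATP into a luminescent signal.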
S-ASM inh: Inhibitors of Secretory Acid Sphingomyelinase (S-ASM): qHTS. 340,000 compounds, 0.006% hits. placental ASM, HMU-PC fluorogenic substrate, 60 min. Sphingomyelin phosphodiesterase (Homo sapiens), P17405. Potency, µM (highest dose often 57.5 µM), for the others: at the top dose activity change, negative = inhibition, hits mostly inhibitors; note: potency is the fitted concentration of half-maximal effect
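Steps: dispense placental human ASM, pin compound, wait 10 min at room temperature, add HMU-PC0 substrate at 9 uM final, incubate 60 min at 37 °C, add stop solution raising pH to 10, read fluorescence.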
TSHR antagonist: Antagonists of the Thyroid Stimulating Hormone Receptor: HTS campaign | AID 504810, 2011 | 330,000 compounds, 0.2% hits | TSHR-expressing cells, TSH-stimulated cAMP HTRF, 2 h; stronger effect = lower value | Thyrotropin receptor (Homo sapiens), P16473 | activity change, negative = inhibition, % at 11.5 µM;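 active = activity change below a set negative limit, meaning inhibition stronger than a set level, cut at about -70% in these data; inconclusive = activity change between two set negative limits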; note: % is set by controls: 0 for no effect and ±100 for the full control effect
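Competitive HTRF cAMP read-out (cryptate anti-cAMP antibody, cAMP-d2; 30 min, room temperature) in freshly harvested TSHR cells. Compounds added before TSH at EC80 (4nM final), followed by 2 hours' incubation at 37 deg C.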
PKM2 activator: qHTS Assay for Activators of Human Muscle isoform 2 Pyruvate Kinase; purified PKM2, Kinase-Glo ATP luminescence, activation; response scale: 0% is enzyme alone, no compound; Potency, µM (top dose mostly 57.5 µM), for inactives: at the top dose activation, hits mostly activators; 260,000 compounds, 0.34% hits; note: potency is the fitted concentration of half-maximal effect; % is set by controls: 0 for no effect and ±100 for the full control effect; nearly all actives have a fitted effect of over 55% in size
Target sequence (P14618 whole entry, looked up, canonical isoform): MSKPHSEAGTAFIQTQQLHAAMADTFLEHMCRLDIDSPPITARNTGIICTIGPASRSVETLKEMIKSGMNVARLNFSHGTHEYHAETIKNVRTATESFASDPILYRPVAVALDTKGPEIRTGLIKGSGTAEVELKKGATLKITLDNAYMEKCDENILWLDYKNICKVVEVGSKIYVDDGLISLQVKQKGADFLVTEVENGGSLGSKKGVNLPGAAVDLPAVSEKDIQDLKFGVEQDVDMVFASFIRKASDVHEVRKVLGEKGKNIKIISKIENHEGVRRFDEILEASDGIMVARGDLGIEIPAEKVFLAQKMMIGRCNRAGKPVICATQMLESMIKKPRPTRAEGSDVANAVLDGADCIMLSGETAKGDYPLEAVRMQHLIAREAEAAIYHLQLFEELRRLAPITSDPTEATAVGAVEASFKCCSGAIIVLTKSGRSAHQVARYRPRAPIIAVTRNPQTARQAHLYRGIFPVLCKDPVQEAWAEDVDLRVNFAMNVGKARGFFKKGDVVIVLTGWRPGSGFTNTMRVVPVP
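ATP formation by purified human PK-M2, quantified via coupled luciferase luminescence after 1 h at room temperature with 0.1 mM ADP and 0.5 mM PEP final.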
MBNL1-CUG inh: qHTS Assay for Inhibitors of MBNL1-poly(CUG) RNA binding | Potency, µM (series often up to 57.5 µM), without a hit: at the top dose activity change, negative = inhibition, actives largely listed as inhibitors | TR-FRET MBNL1-His/biotin-(CUG)12 binding, 665/545 ratio | Muscleblind-like protein 1 (Homo sapiens), Q9NR56 | 280,000 compounds, 0.036% hits; active = well fitted inhibition curve with a large enough effect in the signal ratio, with a control signal flat, not every such curve was filed as active; inconclusive = small, poorly fitted or top-dose-only effect, or effect the other way, or a change in a side signal; inactive = no such curve, though single readings can be large or run the other way; the % refers to the signal ratio; note: potency is the fitted concentration of half-maximal effect; % is set by controls: 0 for no effect and ±100 for the full control effect
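MBNL1-His + Biotin-(CUG)12, cpd titration 92 nM–58 uM; Tb anti-His Ab 0.055 ng/ul, SA-XL665 5 nM (final); 60 min RT; ratiometric 665/545 nm, Ex 340 nm; normalized to buffer and full-complex controls.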
Eya2 inh: qHTS Assay for Inhibitors of the Phosphatase Activity of Eya2. Potency, µM (top dose mostly 76.9 µM), inactives show at the highest dose activity, negative = inhibition, usual class: inhibitors. Protein phosphatase EYA2 (Homo sapiens), O00167. 330,000 compounds, 0.006% hits. AID 488837, 2010. recombinant Eya2, OMFP fluorescence dephosphorylation (OMFP is methylfluorescein phosphate); note: potency is the fitted concentration of half-maximal effect; % is set by controls: 0 for no effect and ±100 for the full control effect
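Eya2 (0.2 uM) preincubated 10 min at ambient with compound, then OMFP substrate added at 50 uM; 10 min reaction in 50 mM HEPES pH 7.5, 50 mM NaCl, 5 uM MgCl2, 0.05% BSA, 1 mM DTT. Fluorescence read at Ex 485/Em 525 nm.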
Menin MLL FP TR: qHTS Assay for Inhibitors Targeting the Menin-MLL Interaction in MLL Related Leukemias: Competition With Texas Red Labeled MLL-derived Mutant Peptide; O00255; Menin + Texas Red MLL mutant peptide, fluorescence polarization; Potency, µM (titrated, usually from 61.6 µM), for inactives: at the top dose FP activity change, negative = inhibition, usual class: inhibitors; 270,000 compounds, 0.23% hits; AID 1768, 2009; active = well fitted inhibition curve with a large enough effect in the polarisation, with a control signal flat, not every such curve was filed as active; inconclusive = small, poorly fitted or top-dose-only effect, or effect the other way, or a change in a side signal; inactive = no such curve, though single readings can be large or run the other way; the % refers to the polarisation; note: potency is the fitted concentration of half-maximal effect; % of control where 0% means no effect; many of its hits are not listed in these tables
Mito fusion yeast: qHTS Assay for Small Molecule Inhibitors of Mitochondrial Division or Activators of Mitochondrial Fusion; S. cerevisiae fusion-defective mutant growth rescue, CellTiterGlo 48 h; Potency, µM (doses to about 46.1 µM), inactives show top-dose growth rescue (activation), most hits filed as activators; 320,000 compounds, 0.23% hits;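 note: potency is the fitted concentration of half-maximal effect; % of control where 0% means no effect; nearly all actives have a fitted effect of over 45% in size; temperature-sensitive fusion mutants such as fzo1-1 at 37 °C on non-fermentable ethanol glycerol medium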
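Compounds are tested for their ability to restore growth of mitochondrial fusion-defective yeast strains at non-permissive 37C in YPEG medium over 48 hours. Viability is quantified by luciferase luminescence.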
USP2a inh: qHTS Assay for Inhibitors of Ubiquitin-specific Protease USP2a Using CHOP2 as the Reporter; AID 463254, 2010; Potency, µM (doses to about 38.3 µM), for inactives: at the top dose activity change, negative = inhibition, usual class: inhibitors; 330,000 compounds, 0.01% hits; Ubiquitin carboxyl-terminal hydrolase 2 (Homo sapiens), O75604; USP2 core, Ub-CHOP2 coupled fluorogenic reporter, 485/531;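 note: potency is the fitted concentration of half-maximal effect; plate controls were DMSO wells for no effect and full inhibition by NEM control for full effect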
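Cell-free coupled assay: 10nM USP2 core preincubated 30min RT with compound in Tris-HCl pH 8.0/CaCl2/CHAPS buffer, then 25nM Ub-CHOP2 and 25nM reporter substrate; fluorescence (Ex 485/Em 531) read after 60min RT, normalized to NEM inhibition, concentration-response curves fitted.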
Starred values were filed as active, the others as inactive; i = inactive; ? = inconclusive; nt = not tested or not shown; [ ] = remark or other dose. Unless noted, calls come from the whole dose curve; as a rule, active = well fitted curve in the direction sought with a large enough effect; inconclusive = small, poorly fitted or top-dose-only effect, or another doubt; inactive = no such curve, though single readings can be large; an effect the other way counts as inactive or inconclusive. Some of the compounds tested; count on the stated rates, not on these rows.

Molecule	S-ASM inh	MBNL1-CUG inh	BCR signal inh	KCNH2 WT inh	Menin MLL FP TR	PKM2 activator	Eya2 inh	TSHR antagonist	GALK inh	Mito fusion yeast	USP2a inh
COc1ccc(-c2nn(-c3ccccc3)cc2/C=C\C(=O)Nc2ccc(C(=O)O)cc2)cc1	1%	8%	-4%	-13	?	3%	12%	-33	-8%	10%	2%
CC(C)(CN1CCCCC1)NS(=O)(=O)c1ccc(Cl)cc1	6%	2%	nt	8	-1%	-3%	nt	nt	-3%	-4%	nt
FC(F)(F)c1ccc(/C=N/NC(=S)NC2CCCCC2)cc1	-4%	-2%	3%	10	21%	1%	6%	-18	-3%	18%	11%
Cc1noc(C)c1CC(=O)N1CCCC(C(=O)c2ccc(C(C)(C)C)cc2)C1 (stereo not drawn)	-7%	4%	3%	nt	-26%	8%	-5%	-4	10%	4%	2%
COc1cc(CN2CCN(Cc3ccc(C(F)(F)F)cc3)CC2)cc(OC)c1OC	0%	-2%	1%	35	-19%	0%	3%	-11	2%	-5%	1%
CSc1ccccc1C(=O)N1CCN(c2ncccn2)CC1	4%	-4%	1%	-7	-8%	6%	1%	28	-1%	-2%	1%
Oc1ccc(Cl)cc1CNc1cnc2ccccc2c1	219%[activator]	10%	1%	-224*	57%[activator]	2%[11.5 µM]	-1%	-21	5%	-14%	0%
Cc1c(C(=O)C(=O)NCc2ccco2)c2ccccc2n1C	1%	11%	?	-3	-1%	2%	11%	-2	0%	5%	1%
O=C(COc1nc2ccccc2nc1N1CCOCC1)Nc1cccc(S(=O)(=O)N2CCCCC2)c1	-12%	22%	?	-23	7%	0%	4%	-21	0%	-6%	-1%
COc1ccc(NC(=O)c2cn(C)c(=O)c3cc(OC)c(OC)cc23)c(OC)c1	0%	-6%	-2%	-10	?	nt	-5%	-30	-2%	7%	2%
Cc1ccc(OCC(=O)N/N=C/c2cccnc2)cc1	-1%	18%	0%	-5	nt	nt	-5%	-3	0%	-2%	3%
COc1cccc(C(=O)NCc2ccc3c(c2)OCO3)c1OC	2%	-1%	0%	-8	-1%	-28%	-16%	-9	8%	1%	1%
CCc1nnc(SCC(=O)N2CCCC(N3CCN(c4ccccc4C)CC3)C2)o1 (stereo not drawn)	nt	-3%	-6%	7	nt	1%	2%	1	6%	2%	-7%
COc1ccc2c(c1)NC(c1cc(Cl)cc(Cl)c1O)c1cccn1-2 (stereo not drawn)	-1%	7%	1%	i	6%	1%	10%	5	-1%	0%	2%
Cc1ccc(Cl)cc1N(CC(=O)Nc1cccc(N(C)S(C)(=O)=O)c1)S(C)(=O)=O	0%	5%	1%	4	10%	-2%	13%	4	0%	-2%	1%
Cc1c(Br)c(O)c(Br)c2sc(=O)oc12	-9%	nt	10%	1	nt	7%	?	-12	5%	-1%	-1%
CC(=O)Nc1ccc(S(=O)(=O)Nc2ccc(Nc3ccccc3)cc2)cc1	?	-10%	0%	-4	?	nt	3%	-10	-2%	2%	1%
CCOc1ccccc1NC(=O)C(OC(=O)c1ccccc1NS(=O)(=O)c1cccs1)c1ccccc1 (stereo not drawn)	4%	nt	-1%	11	-14%	-2%	8%	-10	-3%	-2%	2%
CCC(C(=O)NCCN1CCOCC1)n1nc(C)n2c(cc3sccc32)c1=O (stereo not drawn)	4%	2%	-7%	-5	nt	nt	3%	8	4%	3%	-2%
Clc1ccccc1N1CCN(c2ncnc3nc[nH]c23)CC1	3%	0%	?	0	-10%	-1%	-7%	-22	-2%	2%	0%
O=C(O)c1cc(-c2ccccc2)n(-c2ccccc2)n1	2%	-10%	3%	2	-16%	3%	9%	-9	-1%	2%	4%
Cc1ccc(S(=O)(=O)N2CCOCC2)cc1C(=O)OCC(=O)NCc1ccc2c(c1)OCO2	-3%	nt	?	4	nt	nt	-15%	4	nt	-2%	0%
Cc1ccc(NC(=O)OCC(F)(F)C(F)F)cc1NC(=O)OCC(F)(F)C(F)F	-7%	-12%	?	11	4%	2%	-1%	-10	2%	3%	-2%
COc1cc(/C=C/C(=O)N2CCc3ccccc3C2)cc(OC)c1OC	2%	14%	3%	8	-18%	0%	-1%	-15	0%	-1%	2%
CC(C)CNC(=S)NC1CC2CCCC(C1)N2C1CCCCC1 (stereo not drawn)	5%	1%	-1%	2	?	nt	-4%	9	10%	-1%	-1%
CNC(=O)CSc1nc2ccccc2c(=O)n1CCc1ccccc1	1%	4%	0%	-6	2%	-1%	4%	0	-1%	-5%	0%
Cc1ccsc1C(=O)OCC(=O)NCCC1=CCCCC1	-1%	-2%	?	13	-25%	11%	9%	-5	1%	28%	0%
COCCCn1c(=O)/c(=C\c2ccccc2OC(F)F)s/c1=C(/C#N)C(=O)N1CCOCC1	11%	?	-8%	1	-10%	-48%	-4%	-1	1%	1%	3%
Cc1ccc2cc(C#N)c(NCCNC(=O)C3CCC3)nc2c1C	294%[activator]	3%	6%	3	-20%	0%	14%	-12	-6%	6%	0%
CCOC(=O)N1CCC(N2C(=O)c3ccccc3C2Nc2ccc(S(=O)(=O)N(CC)CC)cc2)CC1 (stereo not drawn)	-7%	-1%	6%	15	-9%	-2%	-23%	-13	-1%	26%	-2%
CC1(C)CN(c2cccc(-c3ccnc4ncnn34)c2)C1=O	6%	7%	?	-3	1%	-2%	4%	4	1%	0%	-3%
Cc1c(C#N)c2ccccc2n1CC(=O)N1CCc2ccccc2C1	-4%	0%	9%	19	-12%	-1%	-4%	5	2%	4%	1%
O=C(COc1ccc2ccc(=O)oc2c1)NCCCN1CCCC1=O	12%	6%	6%	-13	nt	nt	-4%	-6	2%	0%	-6%
O=C(CCN1C(=O)/C(=C\c2cccs2)SC1=S)Nc1nccs1	-9%	-1%	?	17	-24%	11%	4%	1	0%	-3%	7%
C[C@@]12C(=O)N(Cc3ccco3)CC(=O)N1[C@H]1c3ccccc3OC[C@@H]1[C@@H]2c1ccccc1	-1%	nt	2%	-2	nt	nt	-3%	-8	nt	nt	2%
CCCCn1c(SCC(=O)N2CCOCC2)nnc1-c1cccs1	1%	-4%	6%	7	?	-3%	3%	-43	0%	-10%	-1%
O=c1[nH]c(SCc2cccc(F)c2)nc2c1CCCC2	6%	-20%	-2%	7	-12%	5%	-10%	-4	nt	-6%	0%
O=S(=O)(c1ccccc1)c1cnn2c(C(F)(F)F)cc(-c3ccccc3)nc12	63%[activator]	10%	-1%	-5	-28%	-4%	-1%	-6	1%	-2%	0%
